# Statin myotox sup: suppressors of statin myotoxicity in C2C12 myotubes, primary screen, cell-based, single point, plate reader. 0.78% of 330,000 active. AID 602340, 2012. C2C12 myotubes + simvastatin, ATP luminescence, 48 h; scaled: DMSO 0, geranylgeraniol control 100. rescue of ATP level, % at 7.49 µM;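 active = mean ATP rescue above about 67%, or every replicate alone reaching that limit, limit read from the data, passing the limit was not always enough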;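 also: myotubes were challenged with 10 µM simvastatin during compound exposure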
# esBAF inh: Bmi1 luciferase reporter increase in mESCs, primary screen, esBAF inhibitor project, mouse ES cells, Bmi1 luciferase knock-in, single point; 24 h; 100% = twice the neutral-well signal; reporter increase, % at 12.5 µM; 2% of 350,000 active; AID 602393, 2012; in the data active = activation above about 40%;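 also: 0% = median of the plate's neutral control wells and 100% = double that signal; a rise in the Bmi1 reporter signal indicates esBAF inhibition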
# S100A4 MyoIIA: inhibitors of S100A4-myosin IIA peptide binding, primary screen, biochemical, fluorescence polarization, TAMRA-MyoIIA peptide. inhibition, % at 10.7 µM. 0.14% of 360,000 active. Protein S100-A4 (Homo sapiens), P26447. AID 652163, 2013;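 active = mean inhibition of at least 70% across replicates, with every replicate also reaching that level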
# Target sequence (P26447 whole entry, looked up): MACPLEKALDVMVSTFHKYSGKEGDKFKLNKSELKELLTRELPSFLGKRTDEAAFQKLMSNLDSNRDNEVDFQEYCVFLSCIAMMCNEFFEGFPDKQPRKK
#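 assay system = human S100A4 monomer with TAMRA-labelled myosin IIA peptide | also added = labelled myosin peptide probe, 5 nM | incubation = 5 min between mix addition and reading | control set = DMSO and TFP controls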
# SIRT5 inh: SIRT5 desuccinylase inhibitors, primary screen, biochemical, fluorescence imaging, single point, set 5; NAD-dependent protein deacylase sirtuin-5, mitochondrial (Homo sapiens), Q9NXA8; Purified SirT5, succinyl-peptide AMC, trypsin-coupled fluorescence; inhibition, % at 15 µM; 1.1% of 330,000 active; in the data active = inhibition above about 15%
# Target sequence (Q9NXA8 whole entry, looked up): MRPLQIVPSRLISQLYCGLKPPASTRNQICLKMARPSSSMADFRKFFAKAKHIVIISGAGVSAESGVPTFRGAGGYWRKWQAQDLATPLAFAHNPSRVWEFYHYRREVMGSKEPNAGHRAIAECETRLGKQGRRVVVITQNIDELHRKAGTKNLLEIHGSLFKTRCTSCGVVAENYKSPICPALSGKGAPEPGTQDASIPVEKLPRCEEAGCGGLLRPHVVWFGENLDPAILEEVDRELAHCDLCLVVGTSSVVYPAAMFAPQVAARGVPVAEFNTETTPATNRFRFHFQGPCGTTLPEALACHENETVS
# LGR2 antag: inhibitors of bursicon-induced LGR2 CRE-luciferase signal, primary screen, cell-based, HEK293, CRE-luciferase reporter, bursicon stimulation; Drosophila bursicon receptor LGR2 (rickets); bursicon-stimulated, 4 h; inhibition, % at 9.99 µM; 0.35% of 380,000 active; AID 720647, 2013;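 active = drop in luminescence signal, shown as inhibition above about 50% in the replicate tests, limit read from the data, passing the limit was not always enough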;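 also: agonist challenge used bursicon conditioned medium at about half maximal strength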
# Casp6 inh: human caspase-6 inhibitors, primary screen, biochemical, VEID-R110 fluorescence, single point, set 2. P55212. 0.53% of 350,000 active. inhibition, % at 12.5 µM. purified caspase-6, Z-VEID-R110 cleavage fluorescence;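 active = mean inhibition across replicates at least about 35%, with every replicate also reaching that limit, limit read from the data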;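 also: 0% = median of neutral control wells and 100% = no fluorescence left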
# Target sequence (P55212 24-179 limits assumed): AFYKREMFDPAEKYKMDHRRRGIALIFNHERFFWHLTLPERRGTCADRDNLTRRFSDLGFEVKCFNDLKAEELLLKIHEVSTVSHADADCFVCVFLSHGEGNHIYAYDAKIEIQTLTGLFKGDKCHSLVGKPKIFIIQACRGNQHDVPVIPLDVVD
# Target sequence (P55212 194-293 limits assumed): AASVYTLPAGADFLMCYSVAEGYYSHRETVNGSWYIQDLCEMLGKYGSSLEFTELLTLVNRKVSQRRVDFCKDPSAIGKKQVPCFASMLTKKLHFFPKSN
# FN deposition inh: inhibitors of fibronectin matrix deposition, primary screen, AH1F cells, Alexa488-fibronectin fluorescence, plate reader; AH1F fibroblasts, overnight; inhibition, % at 12.6 µM; 0.086% of 350,000 active; AID 743247, 2014;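 active = mean inhibition across replicates of 30% or more, regardless of how many single replicates reach that level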;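 also: positive control wells lacked labelled fibronectin entirely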
#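 Assay system: AH1F fibroblasts assembling fluorescent fibronectin matrix; Amount: 10000 AH1F cells per well; Buffer or medium: DMEM, 2% serum; Probe or stimulus: Alexa488-fibronectin, 24 nM final in well; Doses: single compound dose, delivered by pin transfer; Incubation: 1 h adhesion, overnight exposure; Measured by: fluorescence 485/525 nm; Read-out: fibronectin deposition inhibition.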
# * = called active by the depositor; . = no result given; & = joins results of further samples. Not all compounds are listed; count on the stated rates, not on these rows.
SMILES,Statin myotox sup,esBAF inh,S100A4 MyoIIA,SIRT5 inh,LGR2 antag,Casp6 inh,FN deposition inh
CC(Oc1cc2oc(=O)c3c(c2cc1Cl)CCC3)C(=O)NC1CC(C)(C)NC(C)(C)C1 (configuration not stated),-1,-5,1,0,-4,-2,-2
CC1=C(C(=O)N(C)C)CC(CC(=O)NCc2ccco2)C(=O)N1CCC1=CCCCC1 (configuration not stated),6,-1,3,-3,9,1,-12
Cc1ccc(-c2nc3ncccc3o2)cc1NC(=O)c1ccc2c(c1)OCO2,25,-2,1,0,-2,0,-7
O=C1/C(=C\c2cccs2)N=C(c2cccs2)N1Nc1ccccc1,34,-1,-9,4,-8,5,.
Cc1cc(C)c(C)c(S(=O)(=O)Nc2ccc3cn[nH]c3c2)c1C,-6,-12,2,1,21,0,3
Cc1ccc(-c2ccc(C3[C@H]4CNC[C@@H]3N4C(=O)Nc3ccc(F)cc3)cc2)cc1 (some centres not stated),.,.,-11&-11,6&5,-14&-3,-1&1,-8&-8
Oc1cc(O)c(CN2CCOCC2)cc1CN1CCOCC1,2,-1,-3,-7,-6,-2,.
COc1ccc(-c2nc(N)sc2C2(O)C(=O)Nc3c(Br)cc(F)cc32)cc1OC (configuration not stated),7,3,0,9,-64,5,-19
CCc1cccc(C)c1NC(=O)CN(C)S(=O)(=O)c1ccc(-c2ccc(=O)[nH]n2)s1,-4,1,-3,-10,3,5,-15
CCCc1cc(=O)[nH]c(SCc2cc(Cl)ccc2OC(F)F)n1,-8,-12,.,.,11,.,27
CC(=O)NC(C(=O)NCC(N)=O)C(C)C (configuration not stated),-10,-8,8,.,.,.,1
O=S(=O)(c1cccc(F)c1)N1CCC(CO)(Cc2cccc(F)c2)CC1,.,.,0,-1,7,4,-7

# Quoted from the listing.
# Value for CC1=C(C(=O)N(C)C)CC(CC(=O)NCc2ccco2)C(=O)N1CCC1=CCCCC1 (configuration not stated) under Casp6 inh: 1
# Value for Cc1ccc(-c2nc3ncccc3o2)cc1NC(=O)c1ccc2c(c1)OCO2 under LGR2 antag: -2
# Value for Cc1ccc(-c2ccc(C3[C@H]4CNC[C@@H]3N4C(=O)Nc3ccc(F)cc3)cc2)cc1 (some centres not stated) under SIRT5 inh: 6&5
# Value for CCc1cccc(C)c1NC(=O)CN(C)S(=O)(=O)c1ccc(-c2ccc(=O)[nH]n2)s1 under Statin myotox sup: -4

# Following part
SMILES,Statin myotox sup,esBAF inh,S100A4 MyoIIA,SIRT5 inh,LGR2 antag,Casp6 inh,FN deposition inh
O=C(c1ccco1)N1CCN(Cc2ccc(Br)cc2)CC1,1,4,-3,-1,-6,5,0
O=C(CSc1ccc(Cl)cc1)NC1CCCc2ccccc21 (configuration not stated),10,2,16,-7,-13,0,1
CN(C(=O)CCNC(=O)Cn1ccc2ccccc2c1=O)c1ccc(Br)cc1,32,0,-3,2,22,-2,5
O=C(O)c1cc(-c2cccc([N+](=O)[O-])c2)nc2ccccc12,14,2,-7,2,7,6,8
N#CCOc1ccccc1/C=N/n1nnnc1N,-1,5,-8,-6,-9,-2,-9
Cc1cc(C)n2nc(SCC(=O)NC3CCCCC3)nc2n1,-6,21,-2,-1,16,0,-8
COc1ccc(C2CC(c3ccccc3)=NN2C(=O)c2ccc(F)cc2)cc1 (configuration not stated),10,7,-2,-7,0,-1,.
Cc1cc(C(=O)Nc2ccc3c(c2)C(=O)N(C)[C@@H]2CC[C@H](CC(=O)N[C@H](C)c4ccccc4)O[C@H]2CO3)no1,20,-1,2,-4,6,-3,1
C[C@H](CO)N1C[C@H](C)[C@@H](CN(C)Cc2ccc(-c3ccccc3)cc2)Oc2ccc(N(C)C)cc2CC1=O,3,-7,-8,2,3,-1,6
CC(N=C1NS(=O)(=O)c2ccccc21)C(=O)NCc1ccc(F)cc1 (configuration not stated),-1,0,12,-2,0,1,5
O=C(O)c1[nH]c(-c2ccccc2)c2c1C(=O)N(C1CC1)C2=O,1,2,-2,-1,20,3,0
CCNC(=O)C1(C)CCN(C(=O)c2ccc(C(=O)OC)cc2)C1 (configuration not stated),-8,5,4,-2,3,1,9
CC(C)Cn1c(N)c(C(=O)CSc2ncnc3sc4c(c23)CCCC4)c(=O)n(C)c1=O,.,.,6,-3,10,-1,-7
Cc1cccc(C(=O)NC(=O)Nc2c(C)cc(C)nc2C)c1,.,.,-1,6,.,-8,.
COc1ccc(S(=O)(=O)N2CC(C)N(C(=O)N(C)C)C2C(C)C)cc1 (configuration not stated),-1,1,-5,2,22,3,-1
Cc1cc(C)cc(C(=O)Oc2cc(C)[nH]c(=O)c2[N+](=O)[O-])c1,-2,-1,4,-3,4,-1,6
CCc1cccc(C)c1NC(=O)CCCN1C(=O)CN(C)C1=O,-7,-3,-2,0,3,0,0
Cn1c(C(=O)OCC(=O)NCc2ccco2)cc2sccc21,-8,-2,-12,1,7,4,.
O=C(NCc1cccnc1)C1CC(c2ccccc2Cl)=NO1 (configuration not stated),-2,5,2,-1,9,-4,15
Cc1cc(C)cc(N(CC(=O)NCc2ccc(F)cc2)C(=O)c2snc(C(N)=O)c2N)c1,8,6,-1,.,4,1,1
O=C(NNC(=S)Nc1ccc(Cl)cc1Cl)c1ccc(N2CCOCC2)c([N+](=O)[O-])c1,.,.,-3,5,0,-3,1
C[C@H]1CN([C@@H](C)CO)C(=O)Cc2cc(NS(=O)(=O)c3cccs3)ccc2O[C@@H]1CN(C)Cc1ccc(-c2ccccc2)cc1,14,3,-6,15*,14,0,-4
COc1cc(NC(=O)c2sc3ncn(CC(=O)N4CCCCC4C)c(=O)c3c2C)cc(OC)c1OC (configuration not stated),-11,-8,7,1,-17,-3,-6
O=C(N[C@@H](Cc1ccccc1)C(=O)OCc1ccccc1)c1nc[nH]c1C(=O)N1CCN(c2ccccc2)CC1,-15,-2,-6,-1,5,8,-7
Cc1nc2scc(-c3cccs3)c2c(=O)[nH]1,6,-5,.,.,-17,.,1
CCn1c(COc2cccc3cccnc23)nnc1SCC(=O)OC,.,.,-1,1,-4,0,5
CCN(CC)S(=O)(=O)c1ccc(N(C)C)c(NC(=O)CSCc2c(C)noc2C)c1,0,-7,-4,-4,6,-1,4
CCN(CC)S(=O)(=O)c1ccc(Oc2ccccc2)c(N)c1,.,.,0,-6,2,0,1
C[C@@H]1CN([C@@H](C)CO)S(=O)(=O)c2ccc(-c3cccnc3)cc2O[C@H]1CN(C)C(=O)C1CCCCC1,-11,0,-5,0,1,0,.
O=C(COC(=O)CCSc1ccccc1)Nc1ccccc1,12,-3,0,2,2,1,-2
Cc1ccc(N(CC(=O)NCc2ccccc2)C(=O)CCC(=O)Nc2ccccn2)cc1C,6,-1,-62,-4,-2,0,-5
COc1ccc(COc2ccccc2C(=O)Nc2ccccn2)cc1[N+](=O)[O-],9,4,-2,-1,-7,-2,19
CS(=O)(=O)c1ccc(Cl)c(NC(=O)CCCc2nc3ccccc3c(=O)[nH]2)c1,.,.,-4,-5,-5,1,7
O=C1CC2(CCCC2)Oc2ccc(Cl)cc21,-3,3,0,0,0,-6,29
CC(C)NC(=O)c1c(O)c2cccc3c2n(c1=O)CCC3,-7,0,0,-1,-1,0,3
COc1ccccc1-c1cn(CC[C@H]2CC[C@@H](NC(=O)C3CCC3)[C@H](CO)O2)nn1,-2,-4,-45,-1,3,0,.
COC(=O)c1cccc(NC(=O)CCc2c(C)noc2C)c1,-4,0,3,-2,-10,0,-3
C/C(=N\N=C(/N)SC1CC(=O)N(c2ccc(Cl)c(Cl)c2)C1=O)c1cccs1 (configuration not stated),19,-8,-7,-5,-13,1,.
CNC[C@H]1OCCCC[C@H](C)Oc2ccc(NC(=O)Nc3cccc4ccccc34)cc2C(=O)N([C@@H](C)CO)C[C@@H]1C,-3,7,-8,-3,7,-2,.
COCC#Cc1ccc2c(c1)O[C@H](CN(C)CC1CCOCC1)[C@@H](C)CN([C@H](C)CO)S2(=O)=O,-61,-1,8,7,-7,4,.
CC(C(=O)N1CCCCCC1)c1ccc([N+](=O)[O-])cc1 (configuration not stated),.,.,1,-4,20,0,0
O=C(OCC(=O)N1CCN(S(=O)(=O)c2ccc(Cl)cc2)CC1)c1cc(Br)ccc1O,-1,-5,-1,0,1,-3,3
O=C(CCCN1C(=O)c2cccnc2C1=O)Nc1ccc(Br)cc1,6,-2,-4,-2,17,-5,3
CCOC(=O)c1ccc(-n2c(CN3CCOCC3)nc3ccc([N+](=O)[O-])cc3c2=O)cc1,-3,-1,0,0,1,-1,-15
O=C1CNC[C@@H]2[C@@H](c3ccc(C#CC4CCCC4)cc3)[C@H](CO)N12,.,.,-12,-1,-9,3,-3
Cc1ccc(S(=O)(=O)NC(=O)C2(C)CCN2C(=O)Cc2ccc(Cl)cc2Cl)nc1 (configuration not stated),18,-3,63,-3,2,1,0
Cc1ccc(-c2cc(C(=O)N3CCc4ccccc4C3)no2)cc1,.,.,3,2,-18,2,-2
Cc1ccc(Sc2c(C(=O)Nc3ccc(F)cc3F)c(C(F)(F)F)nn2C)cc1,-10,-7,.,.,.,.,13
C/C(=N/Nc1ccc(F)cc1)c1ccc(Cl)s1,6,-4,-6,.,-10,1,0
Cc1cc(NC(=O)CS(=O)(=O)c2cn(Cc3cccc(F)c3)c3ccccc23)no1,-8,-1,.,.,.,.,5
O=C(Nc1ccccc1F)N1CCCCN2[C@H](CO)[C@H](c3ccc(/C=C/c4ccccc4)cc3)[C@@H]2C1,0,-5,-2,1,8,-1,3
C[C@@H]1CN([C@@H](C)CO)C(=O)Cc2cc(NC(=O)NC3CCCCC3)ccc2O[C@@H]1CN(C)C(=O)Nc1ccc(F)cc1,1,-1,-2,-1,9,1,4
CCC(=O)N1C[C@@H]2[C@H](c3ccccc31)[C@@H](CO)N2C(=O)Nc1ccccc1F,-2,-5,0,4,11,-1,.
C/C(=N/n1cnnc1)c1cccnc1,9,-4,.,.,.,.,0
CCCCCCN1CCN(C2CN(Cc3cn(Cc4cccc(Cl)c4)nn3)S(=O)(=O)C2)CC1 (configuration not stated),.,.,-4,-1,3,-3,-1
COc1cn(-c2ccccc2)nc1C(=O)Nc1ccc(C)cc1Cl,13,18,-2,0,-47,0,5
Cc1ccc(/C=C2/SC(=S)N(CCCC(=O)Nc3cc([N+](=O)[O-])ccc3O)C2=O)cc1,-1,-43,3,2,0,-5,.
O=C(CC1C(=O)NCCN1Cc1cccc(Oc2ccccc2)c1)NCCn1cccn1 (configuration not stated),.,.,1,2,3,-2,-9
COc1cccc(-c2nnn(CC(=O)Nc3cc(OC)c(NC(=O)c4ccco4)cc3OC)n2)c1,-13,3,.,.,.,.,1
COC(=O)N/N=C1\CCCc2c(C)cc(C)cc21,.,.,-2,0,6,-7,1
CCc1ccccc1N(CC(=O)Nc1cccc(N(C)S(C)(=O)=O)c1)S(C)(=O)=O,-8,2,-4,.,-2,-1,.

# Structures shown so far containing bromine, in the order listed:
SMILES,Statin myotox sup,esBAF inh,S100A4 MyoIIA,SIRT5 inh,LGR2 antag,Casp6 inh,FN deposition inh
COc1ccc(-c2nc(N)sc2C2(O)C(=O)Nc3c(Br)cc(F)cc32)cc1OC (configuration not stated),7,3,0,9,-64,5,-19
O=C(c1ccco1)N1CCN(Cc2ccc(Br)cc2)CC1,1,4,-3,-1,-6,5,0
CN(C(=O)CCNC(=O)Cn1ccc2ccccc2c1=O)c1ccc(Br)cc1,32,0,-3,2,22,-2,5
O=C(OCC(=O)N1CCN(S(=O)(=O)c2ccc(Cl)cc2)CC1)c1cc(Br)ccc1O,-1,-5,-1,0,1,-3,3
O=C(CCCN1C(=O)c2cccnc2C1=O)Nc1ccc(Br)cc1,6,-2,-4,-2,17,-5,3

# High-throughput results: PubChem BioAssay, Broad Institute
